Source: PubChem (The Scripps Research Institute Molecular Screening Center)
OX1R antag-1 – blocks the human orexin 1 receptor; O43613; OX1R-expressing cells, FRET antagonist read-out; inhibition, % at 6.6 µM; 330,000 compounds, 1.8% hits; AID 485270; in the data active = inhibition mostly above about 38%, no sharp cut-off; inactive = mostly below about 40%;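 note: 0% = agonist challenge alone and 100% = reference antagonist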
Target sequence (O43613 whole entry, looked up): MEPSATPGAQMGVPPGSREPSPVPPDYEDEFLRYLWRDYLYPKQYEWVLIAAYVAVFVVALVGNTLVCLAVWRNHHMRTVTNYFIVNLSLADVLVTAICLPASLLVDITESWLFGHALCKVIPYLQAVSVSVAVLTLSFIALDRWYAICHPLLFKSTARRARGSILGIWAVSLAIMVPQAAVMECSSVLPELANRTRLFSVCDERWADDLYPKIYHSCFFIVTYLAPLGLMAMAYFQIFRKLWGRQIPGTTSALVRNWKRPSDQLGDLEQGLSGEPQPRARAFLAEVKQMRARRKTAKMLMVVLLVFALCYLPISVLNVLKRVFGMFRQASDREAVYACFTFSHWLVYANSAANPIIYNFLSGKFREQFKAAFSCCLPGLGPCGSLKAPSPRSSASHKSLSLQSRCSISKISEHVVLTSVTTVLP
OX1R antag-2 – blocks the human orexin 1 receptor; 330,000 compounds, 0.43% hits; inhibition, % at 5 µM; AID 434989; CHO/OX1R cells, Fluo-8 calcium fluorescence, orexin A; O43613;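 active = inhibition above its plate's threshold, mean inhibition of all tested compounds on the plate plus 3 SD, cut at about 37% in these data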;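 note: 0% = orexin A challenge wells and 100% = SB-334867-A antagonist wells; not every result past the cut was called active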
Starred values were filed as active, the others as inactive.

How did Cc1nnsc1C(=O)N1CCN(c2ccc(F)cc2)CC1 do in these assays?
OX1R antag-1: 14; OX1R antag-2: -6

How did N#C/C(C(=O)NCc1ccco1)=C1/SC=C(c2ccccc2)N1c1ccccc1 do in these assays?
OX1R antag-1: 13; OX1R antag-2: -11

How did Cc1ccc(-c2noc(CN3CCOCC3)n2)cc1 do in these assays?
OX1R antag-1: 5; OX1R antag-2: -11

What do the screens show for `O=C(O)c1cc(Cl)c(Cl)cc1C(=O)Nc1cccc2cccnc12`?
OX1R antag-1: 29; OX1R antag-2: -17

What do the screens show for `O=C(CN1CCC(Cc2ccccc2)CC1)Nc1ccc2c(c1)OCCO2`?
OX1R antag-1: 15; OX1R antag-2: -17

How did Cc1cccc(-n2cc(CN(C)Cc3nccn3C)c(-c3cccc(F)c3)n2)c1 do in these assays?
OX1R antag-1: 6; OX1R antag-2: -25

How did CC1C=CCC2C(=O)N(c3ccc(OC(=O)c4cccs4)cc3)C(=O)C12 (centres undefined) do in these assays?
OX1R antag-1: 10; OX1R antag-2: -7

How did CC(C)c1cc(C(=O)NC2CCCCC2)no1 do in these assays?
OX1R antag-1: 14; OX1R antag-2: -5

Results for O=C(OCCN1C(=O)c2cccc3c(N4CCOCC4)ccc(c23)C1=O)c1ccccc1Cl ?
OX1R antag-1: 69*; OX1R antag-2: 82*

How did Cc1c(/C=C2\SC(=O)N(CC(=O)Nc3ccc4c(c3)OCO4)C2=O)c2ccccc2n1C do in these assays?
OX1R antag-1: 19; OX1R antag-2: -7

How did CCCCN1C(=O)C(=O)N(CC(=O)Nc2sc(C)c(CC)c2C(=O)OCC)C1=O do in these assays?
OX1R antag-1: 16; OX1R antag-2: -43

Results for Cc1ccc(S(=O)(=O)N2CCCC2C(=O)NC2CCCCC2)cc1 (centres undefined) ?
OX1R antag-1: 57*; OX1R antag-2: 17

How did C[C@H]1COC(=O)[C@@H](CC(=O)OC(C)(C)C)C/C=C\C[C@@H](CC(=O)N[C@H](CO)Cc2ccccc2)C(=O)N1 do in these assays?
OX1R antag-1: 5; OX1R antag-2: 2

Results for Cc1ccc(C(C(=O)NCc2ccco2)N(Cc2ccco2)C(=O)CNC(=O)c2ccco2)cc1 (centres undefined) ?
OX1R antag-1: 14; OX1R antag-2: -27

What do the screens show for `Nc1ccc(-c2nc3c(Cl)cc(N)cc3[nH]2)cc1`?
OX1R antag-1: 44; OX1R antag-2: 12

Results for CC(=O)c1ccc(-c2c(C)cc3oc(=O)cc(-c4ccccc4)c3c2C)cc1 ?
OX1R antag-1: 15; OX1R antag-2: 5

What do the screens show for `CC1(C)C(CC2OCC(CN3CCCCC3)O2)[C@H]2CC[C@@H]1C2` (some centres undefined)?
OX1R antag-1: 5; OX1R antag-2: -12

How did CCOc1ccc(C(=O)N/N=C/c2ccc(SC)cc2)cc1 do in these assays?
OX1R antag-1: 3; OX1R antag-2: -11

How did CCN(CC)C(=O)CS(=O)(=O)CC(=O)Nc1cc(OCCOC)c(Cl)cc1Cl do in these assays?
OX1R antag-1: 28; OX1R antag-2: -35

How did Cc1ccc(C)c(NC(=O)c2cc(-c3cc(C)ccc3O)n[nH]2)c1 do in these assays?
OX1R antag-1: 26; OX1R antag-2: -20

What do the screens show for `COc1ccccc1NC(=S)N(CCCN(C)C)Cc1cc2cc3c(cc2[nH]c1=O)OCO3`?
OX1R antag-1: 21; OX1R antag-2: -6

Results for NC(=O)c1ccccc1NS(=O)(=O)c1cccs1 ?
OX1R antag-1: 13; OX1R antag-2: 12

What do the screens show for `O=C(COC(=O)Cc1ccc(F)cc1)NC1CCS(=O)(=O)C1` (centres undefined)?
OX1R antag-1: 14; OX1R antag-2: 1

How did CCc1noc(C)c1C(=O)Nc1ncc(C)s1 do in these assays?
OX1R antag-1: 8; OX1R antag-2: 5

What do the screens show for `CC[C@@H](C(=O)[C@@H](C)[C@@H](O)[C@H](C)CCc1ccc(C)c(O)c1C(=O)O)[C@H]1O[C@](CC)([C@H]2CC[C@](O)(CC)[C@H](C)O2)C[C@@H]1C`?
OX1R antag-1: 25; OX1R antag-2: 40*

What do the screens show for `CC(C)OC(=O)CC1C(=O)NCCN1C(=S)NC(=O)c1ccccc1Cl` (centres undefined)?
OX1R antag-1: 7; OX1R antag-2: 2

How did COc1ccc(NS(=O)(=O)c2cccc(C(=O)NN=Cc3cc(Br)c(O)c(Br)c3)c2)cc1 do in these assays?
OX1R antag-1: 11; OX1R antag-2: 12

Results for CCN1CCN(Cc2cc(=O)oc3ccc(C)cc23)CC1 ?
OX1R antag-1: 9; OX1R antag-2: 0

Results for CS(=O)(=O)N1CCc2cc(C(=O)Nc3ccc(O)cc3)ccc21 ?
OX1R antag-1: 6; OX1R antag-2: -18

What do the screens show for `Cc1c(C(=O)N2CCN(c3ccccc3F)CC2)sc2ncn(CC(=O)N3CCOCC3)c(=O)c12`?
OX1R antag-1: 9; OX1R antag-2: -15

How did O=C(CCc1ccccn1)N1CCCC(Nc2cccc(F)c2)C1 (centres undefined) do in these assays?
OX1R antag-1: 8; OX1R antag-2: -6

Results for CC(C)c1ccccc1OS(N)(=O)=O ?
OX1R antag-1: 29; OX1R antag-2: -7

Results for Cc1ccc2nc(C)c3c(c2c1)COC3 ?
OX1R antag-1: -3; OX1R antag-2: 4

What do the screens show for `Cc1cc(C(=O)CN2C(=O)NC(c3ccccc3)(c3ccccc3)C2=O)c(C)n1Cc1ccccc1`?
OX1R antag-1: 11; OX1R antag-2: -9

How did CC(C)C(NC(=O)CSCc1ccc([N+](=O)[O-])cc1)C(C)C do in these assays?
OX1R antag-1: 14; OX1R antag-2: -16

How did CC(=O)N/N=C/c1cc(C(C)C)cc(/C=N/NC(C)=O)c1O do in these assays?
OX1R antag-1: 15; OX1R antag-2: -17

Results for O=C(COc1ccccc1)Nc1nnc(-c2ccc(F)cc2)o1 ?
OX1R antag-1: 22; OX1R antag-2: -7

How did O=C(COc1ccccc1)Nc1ccc2[nH]c(=O)[nH]c2c1 do in these assays?
OX1R antag-1: 15; OX1R antag-2: -1

Results for Cc1cc(C(=O)N/N=C/C=C/c2ccc(Br)cc2)n[nH]1 ?
OX1R antag-1: 2; OX1R antag-2: -22

How did COCCn1c(SCc2cc(=O)n3ccsc3n2)nnc1-c1ccncc1 do in these assays?
OX1R antag-1: 8; OX1R antag-2: -1

How did O=C(O)c1ccc(N2C(=O)CC(SC(=NCc3ccc4c(c3)OCO4)Nc3ccccc3)C2=O)cc1 (centres undefined) do in these assays?
OX1R antag-1: 7; OX1R antag-2: 0

How did N#C/C(=C\c1ccc(-c2ccc(C(=O)O)cc2)o1)C(=O)NCC1CCCO1 (centres undefined) do in these assays?
OX1R antag-1: 42; OX1R antag-2: 14

What do the screens show for `CC(c1nnc(SCC(=O)Nc2cccnc2Cl)n1Cc1ccccc1)N(C)C` (centres undefined)?
OX1R antag-1: 4; OX1R antag-2: -7

What do the screens show for `COC(=O)C(NC(C)=O)(Nc1cc(C)ccn1)C(F)(F)F` (centres undefined)?
OX1R antag-1: 3; OX1R antag-2: -11

What do the screens show for `CCOC(=O)CCC(NC(=O)CCCC(=O)NC(CCC(=O)OCC)C(=O)OCC)C(=O)OCC` (centres undefined)?
OX1R antag-1: 9; OX1R antag-2: -1

Results for COc1ccc(Nc2nc(N)nc(CN3CCC(C)CC3)n2)cc1 ?
OX1R antag-1: -7; OX1R antag-2: -11

What do the screens show for `O=C(CSc1nnnn1C1CCCC1)NCc1ccccc1`?
OX1R antag-1: 20; OX1R antag-2: -2

What do the screens show for `CCCC(=O)Nc1nnc(-c2ccc3c(c2)OCCO3)o1`?
OX1R antag-1: -3; OX1R antag-2: -14

What do the screens show for `Cc1ccc(C(=O)NCCn2ccc3ccccc32)cc1[N+](=O)[O-]`?
OX1R antag-1: 13; OX1R antag-2: -33

What do the screens show for `COc1ccc(NC(=O)Cn2c(=O)n(-c3ccc(OC)cc3OC)c(=O)c3c(C)c(C)sc32)cc1`?
OX1R antag-1: 14; OX1R antag-2: 2

How did O=C(O)CCCCCNC(=O)c1ccncc1 do in these assays?
OX1R antag-1: 7; OX1R antag-2: -1

Results for O=C(Cc1ccc([N+](=O)[O-])cc1)c1c(O)cc(O)cc1O ?
OX1R antag-1: 27; OX1R antag-2: -6

How did Cc1ccccc1-n1c(SCC(=O)N(C)C2CCS(=O)(=O)C2)nnc1-c1ccncc1 (centres undefined) do in these assays?
OX1R antag-1: 11; OX1R antag-2: -11

What do the screens show for `O=c1[nH]c(C2CCCCC2)nc2ccccc12`?
OX1R antag-1: 6; OX1R antag-2: -4

What do the screens show for `CCOc1ccccc1NC(=O)CSc1nnc(-c2ccco2)o1`?
OX1R antag-1: 3; OX1R antag-2: -16

How did Cc1cc(NCCCn2ccnc2)n2nc(-c3ccc(Cl)cc3)cc2n1 do in these assays?
OX1R antag-1: 34; OX1R antag-2: -30

Results for CC(C)(C)NC(=O)/C(=C/c1ccccc1F)NC(=O)c1ccc([N+](=O)[O-])cc1 ?
OX1R antag-1: 33; OX1R antag-2: -25

How did CCOC(=O)N1CCN(C2=C(NS(=O)(=O)c3ccc(NC(C)=O)cc3)C(=O)c3ccccc3C2=O)CC1 do in these assays?
OX1R antag-1: 83*; OX1R antag-2: -5

How did CC(=O)/C=C(\C)N=Nc1c(O)[nH]c2ccccc12 do in these assays?
OX1R antag-1: 54; OX1R antag-2: -5

What do the screens show for `CC1CN(c2nc3ccccc3nc2C(C#N)C(=O)OC2CCCCC2)CC(C)O1` (centres undefined)?
OX1R antag-1: 14; OX1R antag-2: -16

What do the screens show for `CNC(=S)N(Cc1cccs1)Cc1cc2ccc(OC)cc2[nH]c1=O`?
OX1R antag-1: 9; OX1R antag-2: -18

What do the screens show for `O=c1c2ccccc2nc2n1C(CBr)CS2` (centres undefined)?
OX1R antag-1: 1; OX1R antag-2: -7

Results for CCN1C(=O)CSc2ccc(C(=O)NCc3ccccc3OC)cc21 ?
OX1R antag-1: 9; OX1R antag-2: -11

How did COc1cccc(CC(=O)Nc2nc3c(s2)C(=O)CC(C)(C)C3)c1 do in these assays?
OX1R antag-1: 22; OX1R antag-2: -17

How did C=CCc1cc(Cl)ccc1OCCOCCNCCOC do in these assays?
OX1R antag-1: 6; OX1R antag-2: 9

How did CC(CCn1cccn1)NC(=O)c1cc(COc2ccc(F)cc2Cl)on1 (centres undefined) do in these assays?
OX1R antag-1: -4; OX1R antag-2: -26

What do the screens show for `Cc1nn(C)c(C)c1NC(=O)CCCSc1nc(-c2ccco2)cc(C(F)(F)F)n1`?
OX1R antag-1: 24; OX1R antag-2: -13

Results for NCCCCCc1nnc(SC/C=C/c2ccccc2)o1 ?
OX1R antag-1: 3; OX1R antag-2: -7

How did CCOC(=O)C1(Cc2cccc(OC)c2)CCN(Cc2cc(OC)ccc2OC)CC1 do in these assays?
OX1R antag-1: 15; OX1R antag-2: -33

Results for Cc1ccccc1C(=O)Nc1ccc(N2CCCCCC2)cc1 ?
OX1R antag-1: 32; OX1R antag-2: -22

What do the screens show for `Cc1nc2nc(C)c(CCC(=O)N3CCN(c4ccccn4)CC3)c(C)n2n1`?
OX1R antag-1: 5; OX1R antag-2: -10

Results for COc1ccccc1N1C(=O)C2CCC(c3ccccc3)CC2C1=O (centres undefined) ?
OX1R antag-1: 24; OX1R antag-2: -4

What do the screens show for `COc1cc(NC(=O)Nc2cccc([N+](=O)[O-])c2)cc(OC)c1`?
OX1R antag-1: 52; OX1R antag-2: 35

Results for O=S(=O)(c1cccc(C(F)(F)F)c1)N1CCN(c2ccccc2)CC1 ?
OX1R antag-1: 3; OX1R antag-2: -11

Results for Cc1c(C)n2c(SCC(=O)NCc3ccc4c(c3)OCO4)nnc2[nH]c1=O ?
OX1R antag-1: 13; OX1R antag-2: -3

How did Cc1onc(-c2ccccc2)c1C(=O)OCc1nnc(-c2ccc([N+](=O)[O-])cc2)o1 do in these assays?
OX1R antag-1: 11; OX1R antag-2: 19

What do the screens show for `Cn1cc(S(=O)(=O)N2CCCC2)cc1C(=O)Nc1cccc(C(F)(F)F)c1`?
OX1R antag-1: 14; OX1R antag-2: -18

How did Cc1ccc(C)n1-c1ccc(C(=O)Nc2ccccc2)cc1 do in these assays?
OX1R antag-1: 10; OX1R antag-2: -13

How did CN(C)CCNC(=O)C(=O)NCC1OCCN1S(=O)(=O)c1ccc2c(c1)OCCO2 (centres undefined) do in these assays?
OX1R antag-1: 6; OX1R antag-2: -12

How did CC(=O)c1c(C)[nH]c(C(=O)CN(C)CC(=O)Nc2ccccc2Cl)c1C do in these assays?
OX1R antag-1: 32; OX1R antag-2: 12

Compounds shown so far with an aryl thioether with sulfur outside any ring, in the order listed:
How did CCOc1ccc(C(=O)N/N=C/c2ccc(SC)cc2)cc1 do in these assays?
OX1R antag-1: 3; OX1R antag-2: -11

How did COCCn1c(SCc2cc(=O)n3ccsc3n2)nnc1-c1ccncc1 do in these assays?
OX1R antag-1: 8; OX1R antag-2: -1

What do the screens show for `CC(c1nnc(SCC(=O)Nc2cccnc2Cl)n1Cc1ccccc1)N(C)C` (centres undefined)?
OX1R antag-1: 4; OX1R antag-2: -7

What do the screens show for `O=C(CSc1nnnn1C1CCCC1)NCc1ccccc1`?
OX1R antag-1: 20; OX1R antag-2: -2

How did Cc1ccccc1-n1c(SCC(=O)N(C)C2CCS(=O)(=O)C2)nnc1-c1ccncc1 (centres undefined) do in these assays?
OX1R antag-1: 11; OX1R antag-2: -11

What do the screens show for `CCOc1ccccc1NC(=O)CSc1nnc(-c2ccco2)o1`?
OX1R antag-1: 3; OX1R antag-2: -16

What do the screens show for `Cc1nn(C)c(C)c1NC(=O)CCCSc1nc(-c2ccco2)cc(C(F)(F)F)n1`?
OX1R antag-1: 24; OX1R antag-2: -13

Results for NCCCCCc1nnc(SC/C=C/c2ccccc2)o1 ?
OX1R antag-1: 3; OX1R antag-2: -7

Results for Cc1c(C)n2c(SCC(=O)NCc3ccc4c(c3)OCO4)nnc2[nH]c1=O ?
OX1R antag-1: 13; OX1R antag-2: -3
